# Compound activity as filed in PubChem BioAssay.
# FN deposit inh – fibronectin deposition inhibition | inhibition, % at 12.6 µM | 350,000 tested, 0.086% active | AH1F fibroblasts, Alexa488-fibronectin deposition fluorescence, overnight;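 active = mean inhibition across replicates of 30% or more, regardless of how many single replicates reach that level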;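 note: positive control wells lacked labelled fibronectin entirely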
#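 Material: AH1F fibroblasts assembling fluorescent fibronectin matrix; amount: 10000 AH1F cells/well; medium: DMEM, 2% serum; reagent: Alexa488-fibronectin, 24 nM final in well; dosing: single compound dose, delivered by pin transfer; incubation: 1 h adhesion, overnight exposure; detection: fluorescence after three HBSS washes, excitation 485 nm, emission 525 nm; measure: fibronectin deposition inhibition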
# EWS-Fli inh – blocks EWS/Fli oncoprotein-driven transcription. A673 NR0B1-luciferase reporter, viability-normalised. inhibition, % at 12.6 µM. 350,000 tested, 0.67% active. AID 651661;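 active = mean inhibition of at least 50% after viability correction, with every replicate also passing that limit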;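 note: firefly luciferase signal divided by Alamar Blue viability fluorescence both relative to DMSO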
# XiGFP reactiv – activators of X-chromosome reactivation in mouse fibroblasts; XiGFP mouse fibroblasts, % GFP-positive cells imaging, 3 d; cells co-treated with 5-aza-dC sensitizer; scaled so ellipticine positive control = 100%; activation, % at 7.58 µM; 360,000 tested, 0.055% active; AID 743238;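 active = mean normalized replicate activation at least 10% and every replicate at or above 10%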;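 note: 0% = median of on-plate neutral control wells and 100% = ellipticine 6 µM median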
#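 System: 68-5-11 XiGFP fibroblast line; Timing: 3 days compound exposure; Compound dosing: one concentration, pinned; Benchmarks: positive control ellipticine, 6 µM final; Buffer or medium: DMEM containing 5-aza-dC.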
# RAD52 anneal inh – RAD52 (human) annealing inhibition | P43351 | recombinant RAD52 DNA annealing, FRET fluorescence | inhibition, % at 18.7 µM | 360,000 tested, 0.46% active | AID 651710;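 active = every replicate showing at least 50% inhibition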
# Target sequence (P43351 whole entry, looked up): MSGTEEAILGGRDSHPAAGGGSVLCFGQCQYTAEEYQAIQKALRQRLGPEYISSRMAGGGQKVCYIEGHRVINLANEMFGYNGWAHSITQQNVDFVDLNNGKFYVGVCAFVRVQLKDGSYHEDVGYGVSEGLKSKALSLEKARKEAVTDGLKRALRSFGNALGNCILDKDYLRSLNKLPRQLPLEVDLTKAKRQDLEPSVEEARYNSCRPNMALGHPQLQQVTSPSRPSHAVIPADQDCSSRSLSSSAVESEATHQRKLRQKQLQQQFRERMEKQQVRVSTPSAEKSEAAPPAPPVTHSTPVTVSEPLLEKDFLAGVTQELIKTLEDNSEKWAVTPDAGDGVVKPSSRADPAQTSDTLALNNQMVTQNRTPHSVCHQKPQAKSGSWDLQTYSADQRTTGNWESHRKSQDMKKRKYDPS
# RAD54 inh – inhibitors of human RAD54 branch migration. AID 602329. inhibition, % at 10.4 µM. 360,000 tested, 0.14% active. RAD54 Holliday junction branch migration, FAM/BHQ fluorescence;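 active = mean normalized replicate activity at least 40 and at least half of replicates scoring 40 or more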;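 note: 0% = median of neutral control wells and 100% = median of positive control wells; inhibitors cause a drop in the FAM fluorescence signal; in these data hits start at about 50%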
# esBAF inh – inhibitors of esBAF chromatin remodeling in mouse ES cells. Bmi1-luciferase knock-in reporter, 24 h; 100% = twice the neutral-well signal. reporter increase, % at 12.5 µM. 350,000 tested, 2% active. AID 602393; in the data active = activation above about 40%;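 note: 0% = median of the plate's neutral control wells and 100% = double that signal; a rise in the Bmi1 reporter signal indicates esBAF inhibition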
# S100A4 inh HTS – blocks human S100A4 binding to myosin IIA peptide | inhibition, % at 10.7 µM | S100A4/TAMRA-MyoIIA peptide fluorescence polarization | P26447 | 360,000 tested, 0.14% active | AID 652163;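 active = mean inhibition of at least 70% across replicates, with every replicate also reaching that level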
# Target sequence (P26447 whole entry, looked up): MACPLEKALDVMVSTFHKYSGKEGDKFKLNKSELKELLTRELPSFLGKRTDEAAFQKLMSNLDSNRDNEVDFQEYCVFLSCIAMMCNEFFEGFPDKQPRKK
#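 Test system – S100A4 monomer (human) · Compound – single-point compound testing · Schedule – 5 min incubation before reading · Probe or stimulus – TAMRA-labelled myosin IIA heavy-chain peptide probe, 5 nM · Benchmarks – neutral control DMSO, positive control TFP · Medium – Calcium-containing HEPES buffer, pH 7.2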
# E-selectin induc – E-selectin induction on HUVECs | P16581 | HUVEC E-selectin immunofluorescence imaging; normalized: neutral wells 0, TNF-alpha wells 100 | activation, % at 7.58 µM | 260,000 tested, 0.37% active;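 active = mean E-selectin-positive cell signal at least 10% of the positive control, reached in at least 60% of replicates, without over 20% cell loss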;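 note: in these data hits start at about 27%; measured in HUVEC primary endothelial cells; signal is the percent of cells scored E-selectin positive by PE staining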
#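 System: HUVEC / Compound: single concentration / Signal: immunofluorescence imaging / Read-out: percent E-selectin-positive cells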
# The depositor's hits bear a star; x = no result given; & = joins results of further samples.
entry	SMILES	FN deposit inh	EWS-Fli inh	XiGFP reactiv	RAD52 anneal inh
1	Cc1ccc(NC(=O)c2ccccc2N2C(=O)C3C4C=CC(C5CC45)C3C2=O)cc1C (stereo not given)	4.5	7.0	0.0	1.1
2	C/C(CC(=O)NC1CCCCC1)=N\NC(=O)c1ccc(Br)cc1	-0.4	1.9	0.3	-9.9
3	O=c1c2nnn(-c3ccc(Br)cc3)c2ncn1Cc1ccccn1	1.5	2.3	0.0	-10.9
4	COc1cc(C#N)ccc1OC(=O)Cc1cc(OC)c(OC)c(OC)c1	-3.6	2.5	0.0	-11.7
5	COc1ccccc1S(=O)(=O)N(C)C[C@H]1OCc2cnnn2CCCC(=O)N([C@@H](C)CO)C[C@@H]1C	1.4&0.4	0.3&3.6	0.0&0.0	-7.9&21.2
6	CSc1ccc(CCNC(=O)C2CCN(c3nnc(-n4cccc4)s3)CC2)cc1	-5.3	0.0	0.1	-83.2
7	Cc1n(Cc2ccccc2)c2ccccc2[n+]1Cc1ccccc1	7.2	19.2	0.1	-12.7
8	Cc1ccc(NC(=O)C2C3CCC(O3)C2C(=O)O)cc1Cl (stereo not given)	5.4	5.8	1.5	-2.7
9	C[C@H](CO)N1C[C@H](C)[C@H](CN(C)Cc2ccc3c(c2)OCO3)Oc2ccc(NC(=O)Cc3ccccc3)cc2C1=O	x	x	0.2	-2.0
10	CCC(=O)N1C[C@@H](C)[C@H](OC)CN(C)C(=O)c2ccc(NC(=O)c3ccc(F)cc3)cc2OC[C@H]1C	-12.1	11.6	0.1	2.5

entry	RAD54 inh	esBAF inh	S100A4 inh HTS	E-selectin induc
1	4.0	-5.2	7.8	x
2	2.9	-2.4	-5.9	x
3	-7.2	-2.8	3.0	3.7
4	1.0	-2.6	-2.4	0.0
5	-5.8&-4.6	0.8&-4.2	-3.3&16.9	0.0&0.4
6	10.9	-0.3	-0.2	-0.2
7	1.2	-11.9	1.1	x
8	-4.4	8.0	-26.8	x
9	4.0	-9.0	5.8	-2.1
10	-7.7	-1.2	1.5	0.0

# Later entries:
entry	SMILES	FN deposit inh	EWS-Fli inh	XiGFP reactiv	RAD52 anneal inh
11	CCNC(=O)COc1ccc(/C=N/NC(=O)c2cccnc2)cc1OC	2.4	1.0	-0.1	-6.8
12	CNC(=O)NC(=O)COC(=O)CCc1nc(=O)c2ccccc2n1C	9.9	-4.0	0.0	-2.6
13	CCN1C(=O)CC(N2CCC(C(=O)N3CCCCCC3)CC2)C1=O (stereo not given)	-7.9	-1.0	-0.1	-4.8
14	O=C(O)CSc1nnc(-c2cccc(S(=O)(=O)N3CCCCC3)c2)o1	15.1	-1.5	0.3	-21.7
15	COc1cc(O)c2c(c1)COC2=O	-4.0	1.4	0.2	-1.7
16	COc1cccc(C(NC(C)=O)c2nc(-c3cc4ccccc4o3)cs2)c1 (stereo not given)	x	-2.1	-0.1	-2.5
17	Cn1cnc(S(=O)(=O)N2C[C@H](O)COC[C@H]3O[C@@H](CC(=O)NC4CCCC4)CC[C@@H]32)c1	-0.9	8.0	0.2	20.4
18	O=S(=O)(O)c1ccc(O)c2cc(Nc3ccccc3)ccc12	10.1	-2.2	0.2	5.4
19	CN(CC(=O)NCc1ccc2c(c1)OCO2)S(=O)(=O)c1ccc(Cl)cc1	x	15.2	0.0	-44.7
20	CCOc1ccccc1NC(=O)COC(=O)CC(NC(N)=O)c1ccc(Cl)cc1 (stereo not given)	6.7	-0.4	0.1	2.3

entry	RAD54 inh	esBAF inh	S100A4 inh HTS	E-selectin induc
11	x	x	-6.9	x
12	1.0	-9.7	9.9	x
13	x	x	1.5	-0.7
14	x	x	-0.6	x
15	x	x	-2.0	-2.4
16	5.9	1.2	2.4	0.3
17	0.1	0.6	3.8	-0.1
18	18.8	x	3.0	0.7
19	6.7	1.0	1.5	-0.2
20	x	x	1.8	x

# Next section:
entry	SMILES	FN deposit inh	EWS-Fli inh	XiGFP reactiv	RAD52 anneal inh
21	CCCNC(=O)[C@H]1[C@H](CO)[C@H]2Cn3c(cccc3=O)[C@H]2N1CCC(F)(F)F	x	-0.2	0.1	-2.6
22	O=C(c1cc(Cl)nc2ccccc12)N1CCc2ccccc2C1	6.6	2.7	0.4	-6.3
23	Cc1cc(C)c(NC(=O)c2ccc(S(=O)(=O)N3CCOCC3)cc2)c(C)c1	5.2	-1.1	0.2	-5.4
24	Cc1cccc(OCC(=O)NCc2cc(C)nc3ccccc23)c1	4.1	1.1	0.6	-7.2
25	COc1ccc(C(C)=O)cc1Cn1c(C)c(C(=O)NCc2cccc(C(F)(F)F)c2)sc1=O	0.5	0.0	0.8	-20.6
26	O=C(NCc1ccccc1)c1nc2ccccc2s1	-0.1	-24.6	0.2	-1.4
27	CC=Cc1ccc2n(c1=O)C[C@@H]1[C@@H](CO)[C@H](C(=O)NCc3ccccc3)N(CC)[C@H]21 (mixture of isomers)	x	-0.4	0.5	-17.3
28	CCC/C(C#Cc1ccsc1)=C1/c2ccccc2C(=O)N1c1ccccc1	4.9	8.4	-0.2	-67.7
29	CC(C)CNC(=O)/C=C/C=C/c1ccc2c(c1)OCO2	x	-48.1	x	-2.2
30	Cn1c(=O)[nH]c(Nc2ccccc2)c([N+](=O)[O-])c1=O	-2.4	2.8	0.0	-13.2

entry	RAD54 inh	esBAF inh	S100A4 inh HTS	E-selectin induc
21	0.6	-0.1	1.5	-0.5
22	x	x	-0.9	0.7
23	-1.3	1.6	5.8	-0.3
24	-4.5	2.4	-3.1	4.6
25	6.8	-2.2	-4.8	x
26	0.0	38.1	2.1	3.1
27	x	x	4.6	-0.1
28	0.8	1.5	-3.8	-0.5
29	-6.6	30.6	-1.9	x
30	x	3.4	2.7	x

# Going on with the list:
entry	SMILES	FN deposit inh	EWS-Fli inh	XiGFP reactiv	RAD52 anneal inh
31	O=C(CSc1nc2ccccc2n1Cc1ccccc1)N/N=C/c1ccccc1C(=O)O	6.0	-12.1	0.0	-22.9
32	N#Cc1cccc(-c2ccc3c(c2)[C@@H]2[C@@H](CCN2C(=O)C2CCCCC2)[C@@H](CO)N3)c1	8.3	13.1	0.0	-137.3
33	O=C(CNC(=O)c1ccc(Cl)cc1Cl)OCn1nnc2ccccc2c1=O	-7.4	-6.5	0.3	-4.1
34	COc1ccc(CNC(=O)Cn2cnc3c(OCc4ccccc4)ncnc32)cc1	5.7	-3.8	0.2	-8.9
35	Cc1noc(C)c1NC(=O)N[C@H]1CC[C@H](CC(=O)Nc2ccc(-c3ccccc3)cc2)O[C@H]1CO	-12.3	-18.7	-0.1	7.6
36	Cc1noc(C)c1NC(=O)N(C)C[C@H]1Oc2ccc(NC(=O)Cc3cn(C)c4ccccc34)cc2C(=O)N([C@@H](C)CO)C[C@H]1C	x	-5.6	-1.3	-11.6
37	COc1cccc(COC(=O)c2cc(S(=O)(=O)N3CCCCC3)ccc2N2CCOCC2)c1OC	4.7	1.9	-0.1	4.0
38	CN(C)C(=O)c1ccc(OCC(F)(F)F)nc1	1.7	3.2	0.0	-4.5
39	CC=Cc1ccc2n(c1=O)C[C@H]1[C@H](CO)[C@@H](C(=O)N[C@H](C)c3ccccc3)N(C(=O)c3ccccn3)[C@@H]21 (mixture of isomers)	6.5	-3.2	0.1	-19.1
40	COc1ccc2c3c([nH]c2c1)[C@H](CO)N(C(C)=O)CC31CN(C(=O)c2ccc3c(c2)OCO3)C1	x	-3.6	0.3	6.2

entry	RAD54 inh	esBAF inh	S100A4 inh HTS	E-selectin induc
31	1.0	-2.8	-3.7	6.0
32	-1.6	-1.5	-25.1	-0.8
33	-4.4	-3.1	0.1	x
34	4.3	7.2	-7.1	0.2
35	-0.2	4.9	9.1	-0.4
36	-44.8	-3.9	-62.7	x
37	-9.4	3.4	-1.3	0.2
38	2.5	x	-7.7	0.0
39	6.6	-2.5	0.8	-0.1
40	x	x	-0.4	0.1

# New compounds follow.
entry	SMILES	FN deposit inh	EWS-Fli inh	XiGFP reactiv	RAD52 anneal inh
41	Cc1cccc(-n2nc(C)c3c(C(=O)O)cc(-c4cccs4)nc32)c1	-5.4	31.0	0.0	0.2
42	O=C(c1cccs1)N1C[C@@H](n2cc(-c3ccc(F)cc3)nn2)[C@H](O)C[C@@H]1c1ccc(Cl)cc1	4.8	5.1	0.1	3.4
43	Cc1onc(-c2ccccc2)c1C(=O)NCc1cccc(Cl)c1	-2.8	2.3	-0.1	-5.3
44	O=C(Nc1ccccc1-c1nc2ccccc2[nH]c1=O)c1cccs1	-9.3	-22.5	0.1	-8.5
45	CC(=O)N(C)C[C@H]1Oc2ncc(C#Cc3ccccc3F)cc2C(=O)N([C@@H](C)CO)C[C@@H]1C	9.6	-12.0	-1.0	5.8
46	Cc1noc(C)c1NC(=O)Nc1ccc2c(c1)CC(=O)N([C@@H](C)CO)C[C@H](C)[C@@H](CN(C)C(=O)Nc1ccc(F)cc1)O2	x	-3.7	0.1	4.4
47	O=C(COc1ccc([N+](=O)[O-])cc1)NC(C(=O)O)C(O)c1cccc([N+](=O)[O-])c1 (stereo not given)	-4.4	0.3	0.0	-5.5
48	O=C(c1cc2cc(Cl)ccc2[nH]1)N1CCN(C(=O)c2ccco2)CC1	0.8	x	0.7	-42.3
49	NC(=O)c1nsc(C(=O)N(CC(=O)NC2CCCC2)c2ccc(F)c(Cl)c2)c1N	1.4	1.9	0.1	-10.7
50	COc1ccc(-c2ccc3nncn3c2)cn1	-3.5	-16.5	-0.1	-5.4
51	CCN(CC)S(=O)(=O)c1cccc(C(=O)NCC2CCCCC2)c1	-1.8	4.2	-0.1	-1.5

entry	RAD54 inh	esBAF inh	S100A4 inh HTS	E-selectin induc
41	x	x	-10.9	x
42	11.4	0.5	5.4	-0.2
43	-7.8	-10.3	-24.3	-0.1
44	12.3	3.5	-4.3	x
45	-5.8	-2.4	7.4	-0.5
46	6.9	1.0	7.7	72.5*
47	x	x	-6.1	x
48	6.6	1.7	-8.7	x
49	x	1.9	5.4	0.2
50	-11.8	-3.4	-5.1	0.2
51	1.6	-3.9	-5.0	0.1

# Part of the list above, with two lines to a compound:
# Values run as follows: FN deposit inh	EWS-Fli inh	XiGFP reactiv	RAD52 anneal inh	RAD54 inh	esBAF inh	S100A4 inh HTS	E-selectin induc
44	O=C(Nc1ccccc1-c1nc2ccccc2[nH]c1=O)c1cccs1
  -9.3	-22.5	0.1	-8.5	12.3	3.5	-4.3	x
45	CC(=O)N(C)C[C@H]1Oc2ncc(C#Cc3ccccc3F)cc2C(=O)N([C@@H](C)CO)C[C@@H]1C
  9.6	-12.0	-1.0	5.8	-5.8	-2.4	7.4	-0.5
46	Cc1noc(C)c1NC(=O)Nc1ccc2c(c1)CC(=O)N([C@@H](C)CO)C[C@H](C)[C@@H](CN(C)C(=O)Nc1ccc(F)cc1)O2
  x	-3.7	0.1	4.4	6.9	1.0	7.7	72.5*
47	O=C(COc1ccc([N+](=O)[O-])cc1)NC(C(=O)O)C(O)c1cccc([N+](=O)[O-])c1 (stereo not given)
  -4.4	0.3	0.0	-5.5	x	x	-6.1	x
48	O=C(c1cc2cc(Cl)ccc2[nH]1)N1CCN(C(=O)c2ccco2)CC1
  0.8	x	0.7	-42.3	6.6	1.7	-8.7	x
49	NC(=O)c1nsc(C(=O)N(CC(=O)NC2CCCC2)c2ccc(F)c(Cl)c2)c1N
  1.4	1.9	0.1	-10.7	x	1.9	5.4	0.2
50	COc1ccc(-c2ccc3nncn3c2)cn1
  -3.5	-16.5	-0.1	-5.4	-11.8	-3.4	-5.1	0.2
